Screening data (PubChem)
D3 ag – activates the human D3 dopamine receptor; 410,000 compounds, 0.58% hits; D3R DiscoveRx beta-arrestin cells, luminescence, 90 min; P35462; max activation, %; in the data active = max activation above about 30%; note: 0% is about no effect; mostly tested at two doses, the higher about 12 µM
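Agonist mode: compounds and dopamine controls were applied to plated cells for 90 min at 37 degrees C after an overnight attachment at 1500 cells/well. Luminescent read-out followed 30 - 60 minutes at room temperature with DiscoveRx detection reagent.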
Abeta yeast res – restores growth of yeast expressing A-beta42 peptide. yeast expressing A-beta42, growth rescue, OD600, 48 h; response scale: 0% DMSO, 100% iron-clioquinol control. Potency, µM (top dose mostly 46.1 µM), for the others: at the highest dose growth rescue, usual class: activators. 410,000 compounds, 0.063% hits; note: potency is the fitted concentration of half-maximal effect; nearly all actives have a fitted effect of over 55% in size
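Yeast growth medium received pinned compounds, then yeast cells expressing toxic A-beta were added; plates incubated at 30 C for 48 hr. Growth read as absorbance at 600 nm, normalized to DMSO and equimolar FeCl3 plus clioquinol controls.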
TDP-43 yeast inh – TDP-43 toxicity inhibition in yeast; TDP-43 expressing yeast growth rescue, BacTiter-Glo, 24 h; Potency, µM (titrated, usually from 46.1 µM), inactives show at the top dose growth rescue (activation), most hits filed as activators; 410,000 compounds, 1.8% hits; note: potency is the fitted concentration of half-maximal effect; % of control where 0% means no effect; nearly all actives have a fitted effect of over 50% in size
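Cell-based yeast growth screen: TDP-43 expression induced in galactose, inoculum OD600=0.02 after raffinose pregrowth to mid-log. Read-out BacTiter-Glo luminescence at 24 hr, 30 deg C; inhibition of toxicity seen as signal increase.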
D3 antag – blocks the human D3 dopamine receptor; D3R cells, DiscoveRx beta-arrestin luminescence, antagonist mode; active compounds read low; P35462; max response, negative = inhibition, %; AID 652054; 360,000 compounds, 2.5% hits; in the data active = max response below about -50%; inconclusive = no clear call, values can overlap the other calls; note: % is set by controls: 0 for no effect and ±100 for the full control effect; mostly tested at two doses, the higher about 12 µM
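Cells expressing the human receptor were seeded at 1500 cells/well, incubated overnight at 37 degrees C in 5% CO2, then exposed to library compounds with dopamine controls for 90 minutes at 37 degrees C before luminescent detection.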
EPAC2 antag – antagonists of human EPAC2 | Potency, µM (top dose mostly 114 µM), inactives show at the top dose activity, negative = inhibition, actives largely listed as inhibitors | EPAC2 GEF exchange of Rap1B-BODIPY-GDP, fluorescence | AID 720708 | 360,000 compounds, 0.18% hits; note: potency is the fitted concentration of half-maximal effect; % is set by controls: 0 for no effect and ±100 for the full control effect; nearly all actives have a fitted effect of over 45% in size; many of its hits are not listed in these tables
Target sequence (Q8WZA2 whole entry, looked up): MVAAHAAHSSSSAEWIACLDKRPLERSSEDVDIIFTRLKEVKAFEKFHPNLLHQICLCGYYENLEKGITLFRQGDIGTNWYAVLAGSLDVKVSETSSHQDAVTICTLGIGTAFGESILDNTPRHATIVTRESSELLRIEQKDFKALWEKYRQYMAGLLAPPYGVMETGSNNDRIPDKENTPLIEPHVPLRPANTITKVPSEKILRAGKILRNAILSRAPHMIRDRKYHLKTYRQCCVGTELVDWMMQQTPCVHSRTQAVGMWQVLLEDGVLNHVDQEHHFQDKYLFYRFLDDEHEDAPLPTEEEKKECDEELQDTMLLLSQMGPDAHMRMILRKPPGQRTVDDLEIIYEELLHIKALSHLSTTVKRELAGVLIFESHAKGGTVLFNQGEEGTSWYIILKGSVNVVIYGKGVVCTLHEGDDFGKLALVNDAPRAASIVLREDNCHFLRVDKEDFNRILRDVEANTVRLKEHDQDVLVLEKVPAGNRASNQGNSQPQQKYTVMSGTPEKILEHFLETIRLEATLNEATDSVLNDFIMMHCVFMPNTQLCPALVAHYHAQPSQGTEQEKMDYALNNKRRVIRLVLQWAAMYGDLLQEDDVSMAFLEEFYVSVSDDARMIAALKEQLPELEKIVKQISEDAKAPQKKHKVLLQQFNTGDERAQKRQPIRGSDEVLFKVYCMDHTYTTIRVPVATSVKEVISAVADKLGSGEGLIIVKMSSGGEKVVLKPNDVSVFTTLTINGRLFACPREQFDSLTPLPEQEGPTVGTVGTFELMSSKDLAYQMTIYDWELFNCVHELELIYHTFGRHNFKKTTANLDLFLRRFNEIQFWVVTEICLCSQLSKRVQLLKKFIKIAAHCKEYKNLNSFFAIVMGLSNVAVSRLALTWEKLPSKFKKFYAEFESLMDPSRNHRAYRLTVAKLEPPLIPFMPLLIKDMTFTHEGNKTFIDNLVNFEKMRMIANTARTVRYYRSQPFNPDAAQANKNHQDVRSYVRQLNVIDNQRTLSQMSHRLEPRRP
EPAC2 agonist – agonists of human EPAC2 (RAPGEF4) | Q8WZA2 | EPAC2 activation, biochemical qHTS; response scale: 100% = 6.5 mM cAMP response | Potency, µM (highest dose often 154 µM), for inactives: top-dose activation, hits mostly activators | 360,000 compounds, 0.079% hits | AID 720711; note: potency is the fitted concentration of half-maximal effect; nearly all actives have a fitted effect of over 50% in size
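Guanine nucleotide exchange by EPAC2 is measured as reduced fluorescence of BODIPY-GDP once it is released from 250 nM Rap1B. Plates are read kinetically for 30 min at room temperature; results are scaled to 6.5 mM cAMP.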
FUS yeast rescue – suppressors of FUS proteinopathy in yeast | S. cerevisiae FUS-expressing, growth rescue, OD600, 24 h | Potency, µM (top dose mostly 76.6 µM), without a hit: at the highest dose growth rescue (activation), most hits filed as activators | 390,000 compounds, 0.24% hits | AID 1347120;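 note: potency is the fitted concentration of half-maximal effect; plate controls were DMSO vehicle for no effect and reference control for full effect; nearly all actives have a fitted effect of over 55% in size; some results filed as inactive show a strong effect at the top dose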
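FUS-expressing yeast, raffinose-pregrown, induced in 2% galactose minimal medium at OD 0.005; compounds in a dilution series, 24hr at 30C. Growth restoration read as absorbance at 600 nm. CP55940 positive control, DMSO negative.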
aSyn rescue – alpha-synuclein toxicity inhibition in yeast; 370,000 compounds, 0.14% hits; Potency, µM (top dose mostly 46.1 µM), without a hit: at the highest dose growth rescue (activation), actives largely listed as activators; Yeast expressing alpha-synuclein, growth rescue, BacTiter-Glo, 24 h; AID 652106; note: potency is the fitted concentration of half-maximal effect; % of control where 0% means no effect; nearly all actives have a fitted effect of over 65% in size
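Readout is rescue of growth in alpha-synuclein-expressing yeast, so inhibitors of toxicity appear as activators. Growth after 24 hr at 30 deg C in galactose medium is quantified by luminescence.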
* = called active by the depositor; ? = inconclusive; . = no result given; [ ] = dose if it differs, or a comment. Unless noted, calls come from the whole dose curve; as a rule, active = well fitted curve in the direction sought with a large enough effect; inconclusive = small, poorly fitted or top-dose-only effect, or another doubt; inactive = no such curve, though single readings can be large; an effect the other way counts as inactive or inconclusive. Only part of the results is shown, so the mix of outcomes need not match the whole.

SMILES	D3 ag	Abeta yeast res	TDP-43 yeast inh	D3 antag	EPAC2 antag	EPAC2 agonist	FUS yeast rescue	aSyn rescue
Cn1c(-c2ccccc2)cnc1SCC(=O)N1CCCc2ccccc21	-6	26%	14%	12	4%	-2%	.	1%
Cn1c(CCNC(=O)c2ccco2)nc2cc(NC(=O)c3ccccc3Cl)ccc21	8	-12%	-33%[inhibitor]	0	-9%	-1%	-8%	9%
COc1ccc(CNC(=O)N2CCN(c3cccc(C)c3C)CC2)cc1OC	-2	-5%	25%	0	-3%	2%	34%	14%
CCN(CC)C(=O)COC(=O)c1ccc(O)cc1	0	5%	-12%	-6	-10%	6%	88%	0%
O=C1NC(=O)N(c2ccccc2)C1=O	0	10%	-4%	-13	3%	12%	7%	1%
COc1ccc(Cc2nnc(Nc3ccc(Cl)cc3)[nH]c2=O)cc1	-5	0%	11%	1	0%	4%	4%	-1%
CCNCCC(CCC(C)C)c1ccc2c(c1)OCO2 (stereo unspecified)	-21	4%	3%[1.82 µM]	11	-24%	2%	-2%	5%
COc1cc(C(=O)N2CCN(c3ccc(Nc4ccc(C)cc4)nn3)CC2)cc(OC)c1OC	4	6%	0%	.	.	.	11%	.
N#C/C(=C/Nc1ccccc1)c1ccsc1	-2	25%	6%	?	0%[57.1 µM]	14%	39%	8%
COc1ccc(-c2ocnc2C(=O)Nc2ccc3c(c2)CCC3)cc1	6	5%	-2%	14	4%	6%	9%	-8%
COc1ccc(C2=NNC(c3cccnc3)=Nc3ccc(OC)cc32)cc1	-4	-12%	6%	9	-16%	3%	18%	-3%
Nc1cccnc1Oc1ccccc1F	-6	0%	-5%	20	1%	14%	-3%	4%
O=C(c1ccco1)N1CCN(Cc2nc3ccc([N+](=O)[O-])cc3c(=O)n2-c2ccccc2F)CC1	1	18%	6%	26	-2%	-4%	41%	1%
C=C(C)c1ccc(C(C)(C)NC(=O)NCc2ccco2)cc1	-3	11%	2%	-13	5%	19%	-5%	10%
Cc1oc(=O)c(NC(=O)c2ccccc2)cc1C(N)=O	0	-6%	15%	15	1%	1%	6%	4%
CCCC(=O)c1cc2c(cc1NC(=O)CC)OCCO2	-7	4%	11%	4	-1%	4%	11%	-1%
CCc1cccc(CC)c1NC(=O)CSc1nc2ccc(N3C(=O)C4C(C3=O)[C@H]3C=C[C@@H]4C3)cc2s1 (stereo partly specified)	9	-3%	3%	-12	-7%	1%	40%	8%
CCOc1ccc(OCC(=O)OCC(=O)N(CC(C)C)c2c(N)n(Cc3ccccc3)c(=O)[nH]c2=O)cc1	4	-3%	-1%	0	17%	-10%	16%	-2%
Cc1ccc2[nH]c3c(=O)n(CCC4=CCCCC4)cnc3c2c1	-4	12%	-8%	65	2%	-5%	-22%	-3%
Cc1cc(C)cc(NC(=O)c2cccc(NC(=O)C3C4CC5OC(=O)C3C5C4)c2)c1 (stereo unspecified)	-10	19%	-13%	-19	-1%	8%	44%	2%
O=C(/C(=C(\[O-])c1ccccc1)[n+]1ccc2ccccc2c1)c1ccc([N+](=O)[O-])cc1	-25	-12%	0%	-15	-1%	2%	10%	-5%
COCCNC(=O)/C(C#N)=C/c1ccc(SC)cc1	-10	-1%	-22%	0	-6%	14%	34%	9%
O=C(CS(=O)(=O)c1ccccc1)Nc1nnc(Cc2ccccc2)s1	2	9%	-10%	-17	-6%	-2%	17%	3%
CCOC(=O)Cc1[nH]nc2c1C(Cc1ccccc1)C(C#N)=C(N)O2 (stereo unspecified)	-9	0%	-11%	-7	-11%	9%	30%	-2%
COc1cc2c(O)c3c(c(-c4ccc5c(c4)OCO5)c2cc1OC)C(=O)OC3	-9	-14%	-17%	?	-3%	2%	8.9µM*	-10%
CC(C)C(=O)Nc1nnn(C)n1	2	-5%	8%	7	-2%	9%	2%	1%
CC1=C(C(=O)OC2CCCC2)C(c2c(Cl)cccc2Cl)CC(=O)N1 (stereo unspecified)	-15	-1%	0%	.	.	.	-9%	.
Cc1ccc(S(=O)(=O)N2C[C@@H]3[C@H]4CC[C@H](C4)[C@@H]3[C@@H](C)[C@@H]2c2ccn([Si](C(C)C)(C(C)C)C(C)C)c2)cc1	-1	0%	2%	14	5%	-1%	-1%	1%
COc1cc(OC)cc(C(=O)Nc2ncc3c(n2)CC(C)(C)CC3=O)c1	-11	-15%	-3%	-3	-6%	13%	24%	5%
O=C1Nc2ccccc2-c2nnnn2C1N1CCCC1 (stereo unspecified)	-3	-4%	21%	2	1%	2%	-12%	0%
CC(C)(O)C#Cc1ccc(CN2CCN(Cc3ccccc3)C(CCO)C2)s1 (stereo unspecified)	-8	8%	.	-19	-3%	1%	13%	1%
Cc1cc(C)n(-c2cc(Cl)cc(Cl)c2)c(=O)c1C#N	4	4%	-9%	-3	7%	0%[15.6 µM]	-20%	6%
O=C(CN1C(=O)c2cccc3cccc1c23)Nc1ccc(S(=O)(=O)N2CCOCC2)cc1	-12	11%	7%	?	-14%	12%	16%	-1%
CCOc1nc(N2CCOCC2)nc(C)c1[N+](=O)[O-]	3	-21%	27%	2	-17%	9%	12%	3%
Cc1ccc2c(c1)NC(C(C)(C)C)CO2 (stereo unspecified)	1	-10%	18%	-4	-3%	7%	-22%	0%
Cc1ccc(CS(=O)(=O)CCC(=O)NCc2ccccc2Cl)cc1	-19	6%	-14%	9	2%	-4%	5%	1%
CCOc1ccccc1NC(=O)Nc1ccc(Br)cn1	-15	-5%	20%	3	1%	7%	-16%	0%
Cc1cc(NS(=O)(=O)c2ccc(NC(=O)C(C(C)C)N3C(=O)c4ccccc4C3=O)cc2)nc(C)n1 (stereo unspecified)	-6	-5%	-24%	-75*	6%	4%	14%	0%
O=c1cc(CSc2nnc(-c3ccccc3)o2)c2ccccc2[nH]1	-11	15%	-3%	?	-3%	-4%	-9%	0%
Cc1ccc(/C=N/N=C/c2ccc(C)cc2)cc1	2	-6%	8%	13	1%	2%	.	-14%
CC(C)C1S/C(=N/N=C/c2ccco2)NC1=O (stereo unspecified)	-1	22%	-1%	2	5%	7%	3%	-11%
CCOC(=O)CNC(=O)Nc1cc(C(=O)NCc2ccc(C(C)C)cc2)ccc1N1CCCC1	-5	-7%	23%	.	.	.	27%	.
COc1ccc(CC2(CO)CCN(Cc3ccc(OC(F)(F)F)cc3)CC2)cc1	-19	6%	-2%	-20	-11%	-4%	6%	0%
COc1ccc(S(=O)(=O)N(C)C[C@H]2Oc3c(NC(=O)C4CCCCC4)cccc3C(=O)N([C@H](C)CO)C[C@@H]2C)cc1	-19	0%	-12%	-18	-8%	-11%	?	14%
CCN1C[C@@H]2[C@@H]3C(=O)N(Cc4ccccc4)C(=O)[C@@H]3[C@](CC)(C1=O)N2C(=O)c1ccc(Br)cc1	-3	-5%	-5%	4	1%	7%	23%	1%
C=CCNc1ccccc1S(=O)(=O)NCc1ccccc1	1	-1%	-21%	-18	-29%	12%	1%	21%
CC(NCC(=O)Nc1ccccc1C(=O)NC1CC1)c1cccc(Cl)c1 (stereo unspecified)	1	-10%	10%	2	3%	4%	3%	1%
CC(C)CN(C(=O)COC(=O)c1ccc(Br)o1)c1c(N)n(Cc2ccccc2)c(=O)[nH]c1=O	4	18%	11%	10	13%	-17%	0%	1%
COc1ccc(NC(=S)N(CCCN2CCOCC2)Cc2ccccn2)cc1	-1	-3%	28%	12	2%	4%	-15%	1%
CN(C)c1nc(SCC(=O)Nc2ccc(Cl)c(Cl)c2)nc(N2CCOCC2)n1	-2	0%	1%	4	3%	-5%	-27%	10%
CCCCN(C)C(=O)CSc1nc2ccccc2nc1Cc1ccc(C)cc1	-21	-19%	?	.	.	.	?	.
O=C(CSc1ccc(Cl)cc1)NC(=O)c1ccccc1	3	3%	22%	3	-20%	5%	-20%	-2%
O=C(Cc1ccc(Cl)cc1)Nc1ccc(NC(=O)c2cccs2)cc1	0	-17%	-15%	?	-5%	2%	10%	-8%
COc1cccc(OCCn2cc(C=O)c3ccccc32)c1	6	19%	?	4	-14%	11%	14%	5%
CCOc1ccc(C(=O)Nc2c3c(nn2-c2cccc(C)c2C)CS(=O)C3)cc1 (stereo unspecified)	-1	-3%	25%	-13	0%	9%	14%	0%
COc1ccc(CC(=O)N(Cc2cc3cc(OC)ccc3[nH]c2=O)C(C)C)cc1	18	6%	27%	28	11%	-1%	9%	4%
O=C(Nc1cccnc1Cl)c1ccc(Cl)cc1	3	-5%	?	5	1%	2%	5%	11%
CC1CC(C)CN(C(=O)Cn2c(=O)n(CCCCC(=O)NC3CCCC3)c(=O)c3ccccc32)C1 (stereo unspecified)	-7	-2%	7%	0	2%	0%	2%	-3%
CN(Cc1cccnc1)Cc1cn(Cc2ccccc2)nc1-c1ccc2c(c1)OCO2	3	-7%	-7%	-14	-2%	11%	18%	-2%
CCN(CC)C(=O)Cn1cc(S(=O)(=O)CC(=O)Nc2ccc3c(c2)OCCO3)c2ccccc21	-3	9%	9%	11	0%	5%	11%	0%
OCCN(CC#CCn1c2ccccc2c2ccccc21)CCO	2	2%	1%	5	-3%	5%	-1%	-7%
COc1cccc(CNc2cc(C)ccn2)c1O	3	6%	-1%	8	-3%	0%	-8%	1%
CNc1nc(Cl)c(SC)c(NCc2cccc(OC)c2)n1	-4	?	?	5	-27%	21%	-6%	-9%

Quoted from the results shown, 4 compounds:
SMILES	D3 ag	Abeta yeast res	TDP-43 yeast inh	D3 antag	EPAC2 antag	EPAC2 agonist	FUS yeast rescue	aSyn rescue
CCN(CC)C(=O)Cn1cc(S(=O)(=O)CC(=O)Nc2ccc3c(c2)OCCO3)c2ccccc21	-3	9%	9%	11	0%	5%	11%	0%
OCCN(CC#CCn1c2ccccc2c2ccccc21)CCO	2	2%	1%	5	-3%	5%	-1%	-7%
COc1cccc(CNc2cc(C)ccn2)c1O	3	6%	-1%	8	-3%	0%	-8%	1%
CNc1nc(Cl)c(SC)c(NCc2cccc(OC)c2)n1	-4	?	?	5	-27%	21%	-6%	-9%
